Screening data from PubChem BioAssay.
Sm TGR block – inhibitors of Schistosoma mansoni thioredoxin glutathione reductase; purified TGR, DTNB reduction, TNB absorbance 405 nm; Potency, µM (highest dose often 114 µM), for the others: at the top dose activity change, negative = inhibition, actives largely listed as inhibitors; 3% of 360,000 active; AID 485364; active means well fitted inhibition curve with a large enough effect; inconclusive means small, poorly fitted or top-dose-only effect; inactive means no such curve, though single readings can be large or run the other way; further: nearly all actives have a fitted effect of over 60% in size
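First, TGR (20 nM dispensed) and NADPH were mixed with compound. Second, a 15 min room-temperature incubation followed. Third, further NADPH and then DTNB were added to start the reaction. Finally, TNB absorbance was monitored kinetically.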
* = called active by the depositor; ? = inconclusive. On the % scale 0 is the no-effect control and ±100 the full control effect; potency means the concentration at half of the fitted maximal effect.

mol,Sm TGR block
Cc1ccc(-c2nc(-c3cc4c([nH]c3=O)CC(C)(C)CC4=O)sc2C)cc1,-20.3%
Cc1nn(-c2ccc(N3CCCCC3)nn2)c(C)c1CCC(=O)NCc1ccccc1,-1.2%
O=C(Cn1c(=O)n2nc(-c3cccc(F)c3)nc2c2ccccc21)N1CCN(c2ccc(F)cc2)CC1,16.0%
COc1ccccc1CNC(=O)c1cccc(N2CCCS2(=O)=O)c1,4.4%
Cc1nc(N2CCOCC2)c2c(C(=O)N3CCN(c4cc(Cl)ccc4C)CC3)c(C)oc2n1,1.1%
COc1ccc(-c2cc(NCc3ccc(C)cc3)n3cnnc3n2)cc1,-4.8%
Cc1ccc(S(=O)(=O)c2cn(CC(=O)Nc3ccc4c(c3)OCO4)c3ccccc3c2=O)cc1,1.0%
CCOc1ccc(CNC(=O)Cn2cc3c(n2)-c2c(oc(C(=O)N4CCCC4)c2C)CC3)cc1,-0.8%
O=C(CCCn1c(=O)c2sccc2n(Cc2c(F)cccc2Cl)c1=O)NCc1ccccc1,18.4%
CCc1ccc(NC(=O)Cc2csc(COc3cccc(C)c3)n2)cc1,6.7%
COC(=O)c1ccc(Nc2ncnc3c2nc2n3CCCC2)cc1,-6.1%
CC(C)c1nn2c(=O)cc(COC(=O)c3ccc(NC(=O)COc4ccccc4)cc3)nc2s1,10.0%
Cc1cc(C)n(CCC(=O)Nc2ccc(Cl)cc2)n1,6.5%
CCCCN1C(=O)C(O)(CC(=O)c2ccc(C(C)(C)C)cc2)c2ccccc21 (stereo unspecified),1.1%
Cc1ccccc1Cn1c(SCc2ccc(C(=O)NC3CCCCC3)cc2)nc2ccncc21,9.3%
CC(=O)N1CCc2c(sc3c2c(=O)n(Cc2ccccc2)c(=O)n3Cc2cccc(Cl)c2)C1,11.6%
CCN1CCN(c2cc(C)c3cc(NC(=O)c4cc(Cl)ccc4OC)ccc3n2)CC1,2.2%
O=C(NCc1cccc(Cl)c1)C1CCN(C(=O)c2sccc2-n2cccc2)CC1,5.7%
Cc1cccc(-n2ncc(C(=O)N3CCOCC3)c2C2CCN(C(=O)OC(C)(C)C)CC2)c1,0.7%
O=C(Nc1ccccc1O)c1cc(S(=O)(=O)N2CCCC2)ccc1Cl,-4.2%
COc1cc(CN2CCc3nc(Nc4ccc5c(c4)OCCO5)ncc3C2)cc(OC)c1OC,1.0%
CCOC(=O)c1ccc2oc(=O)n(Cc3ccccc3)c2c1,6.0%
COc1ccc(N2CCN(c3ncnc4onc(C)c34)CC2)cc1,0.1%
Cc1cccc(CNC(=O)CN2C(=O)CCn3nc(-c4cn(C)c5ccccc45)cc32)c1,4.0%
Cc1oc(-c2ccccc2)nc1CSc1nnc(C)n2c1cc1sccc12,-3.2%
COc1ccc(OC)c(CNC(=O)C2CCN(c3nc4ccccc4nc3C(F)(F)F)CC2)c1,12.1%
COc1ccc(-n2ccnc(NCc3cccs3)c2=O)cc1,?
CC(C)C1N=C2c3ccccc3N=C(SCC(=O)NCc3ccc(Cl)cc3)N2C1=O (stereo unspecified),6.0%
COc1ccc(-c2oc3ncn4nc(-c5ccccc5O)nc4c3c2-c2ccc(OC)cc2)cc1,-3.8%
COC(=O)c1c(NC(=O)COc2ccc(Cl)cc2C)sc2c1CCCCC2,-14.6%
COCCCNC(=O)c1ccc(Cn2c(=O)c3ccccc3n(CC(=O)Nc3c(C)cccc3C)c2=O)cc1,7.9%
CCN(C(=O)Cn1c(C(=O)OC)cc2sc(Cl)cc21)c1cccc(C)c1,3.3%
COc1cc(OC)c(NS(=O)(=O)c2cc(-c3cnc(C4CC4)o3)ccc2C)cc1Cl,5.7%
Cn1ccc2c(OCC(=O)NCc3ccc(F)cc3)cccc2c1=O,11.6%
CC1CCN(S(=O)(=O)c2ccc(N3CCCCS3(=O)=O)cc2)CC1,-1.2%
COc1ccc(OCCn2cc(C(=O)c3ccco3)c3ccccc32)cc1,-2.0%
COCCNC(=O)C(=O)NCC(c1cccnc1)N1CCN(c2ccccc2F)CC1 (stereo unspecified),2.1%
CCn1c2ccccc2c2cc(CN3CCN(Cc4ccccc4F)CC3)ccc21,3.1%
Cc1ccc(-c2[nH]c3ccccc3c2SCCNC(=O)c2ccc(S(=O)(=O)N(C)C)cc2)cc1,-6.4%
Cc1ccc(-n2nc(CO)c(C(=O)NC(C)c3ccccc3)n2)cc1C (stereo unspecified),0.4%

Brought forward from above: two entries, then new ones.
mol,Sm TGR block
Cc1ccc(-c2[nH]c3ccccc3c2SCCNC(=O)c2ccc(S(=O)(=O)N(C)C)cc2)cc1,-6.4%
Cc1ccc(-n2nc(CO)c(C(=O)NC(C)c3ccccc3)n2)cc1C (stereo unspecified),0.4%
Cc1ccc2oc(-c3ccc(NC(=O)c4cccc(F)c4)c(C)c3)nc2c1,0.7%
Cc1c(C2=CCN(S(=O)(=O)c3ccc(Br)cc3)CC2)c2ccccc2n1CC(=O)N1CCCC1,-12.3%
COc1ccc(COC(=O)C2=C(C)NC(=O)CC2c2cccc(Cl)c2Cl)cc1 (stereo unspecified),-0.8%
O=C(CN1C(=O)COc2ccc(S(=O)(=O)N3CCCCCC3)cc21)Nc1cccc(Cl)c1,-0.3%
COc1ccc(-c2noc(-c3ccc(NCc4ccccc4OC)c([N+](=O)[O-])c3)n2)cc1,-0.4%
COc1ccc(-c2nnc(C3CCN(S(=O)(=O)c4ccc(C)c(C)c4)CC3)o2)cc1,0.9%
COc1ccc(NC(=O)CSc2nc(-c3ccc(OC)cc3)[nH]c2-c2ccc(OC)cc2)cc1,-6.9%
CCCCC1CCC(C(=O)N2CC(=O)Nc3ccc(Br)cc3C2c2ccc(F)cc2)CC1 (stereo unspecified),-7.0%
CCOc1ccc(NC(=O)C2CCCN(c3ccc(Sc4ccc(C)cc4)nn3)C2)cc1 (stereo unspecified),-1.8%
CCOC(=O)C1CCCN(c2c(C(=O)c3ccc(OCC)cc3)cnc3ccccc23)C1 (stereo unspecified),-3.6%
COc1ccc(Cl)cc1NC(=O)Cn1nc(Cc2ccncc2)c2ccccc2c1=O,1.5%
CCc1ccc(NC(=O)C2CCCN2S(=O)(=O)c2cccc3nsnc23)cc1 (stereo unspecified),-2.9%
Cc1cccc(Cn2c(=O)n(-c3ccc(Cl)c(Cl)c3)c(=O)c3c(C)c(C)sc32)c1,9.7%
COc1ccc(S(=O)(=O)N(CC(=O)Nc2cccc(C)c2)c2ccc(C)cc2)cc1OC,14.8%
CCCc1nn2c(=O)cc(COC(=O)c3ccccc3NC(=O)c3cccs3)nc2s1,-2.8%
CC(C)CN(CCNC(=O)c1cn(C)c2ccc(S(=O)(=O)N3CCCCCC3)cc2c1=O)CC(C)C,-1.1%
COc1ccccc1/C=C/c1nc(C#N)c(NCC(C)C)o1,-7.6%
O=S(=O)(NCC(c1cccs1)S(=O)(=O)c1ccccc1)c1ccc(F)cc1 (stereo unspecified),0.501µM*
Cc1ccc2nc(N3CCN(c4ccc(F)cc4)CC3)c3nnnn3c2c1,-10.3%
COCCN(Cc1cccs1)S(=O)(=O)c1cc(-c2cc(C)no2)ccc1C,0.1%
COc1ccc(Cn2c(SCC(=O)N3CCN(c4ccc(F)cc4)CC3)nc3ccccc32)cc1,-1.2%
COc1ccc(-n2c(SCC(N)=O)nc3c(oc4ccccc43)c2=O)cc1,?
CCOC(=O)c1c(C)[nH]c(CCC(=O)Nc2cc(C)cc(C)c2)c1C,-11.9%
COc1ccc(S(=O)(=O)NCCc2sc(-c3cccnc3)nc2C)c(F)c1,6.0%
COc1ccccc1CNC(=O)c1ccc2c(c1)N(Cc1ccc(C)cc1)CCS2,-4.3%
O=C(c1ccc(Br)cc1)N(Cc1ccco1)c1ccccn1,-4.7%
CCOc1ccc(NC(=O)CN(Cc2ccccc2)S(=O)(=O)c2ccc3nc(C)sc3c2)cc1,-12.6%
Cc1ccccc1-c1noc(-c2cc(C(C)C)[nH]n2)n1,6.5%
CN(C)c1ccc(C(CNC(=O)c2ccccc2Cl)N2CCc3ccccc32)cc1 (stereo unspecified),-5.1%
CCCCOC(=O)c1ccc(Nc2nc3ccc(C(=O)c4ccccc4)cc3n3cnnc23)cc1,-1.9%
CCN(Cc1ccccc1)C(=O)Nc1ccc2c(c1)N(C)C(=O)c1ccccc1S2,-12.9%
Cc1c(NC(=O)c2cc(=O)c3ccccc3o2)c(=O)n(-c2ccccc2)n1C,-1.4%
CCOc1ccc(CNC(=O)C2CCN(S(=O)(=O)c3ccc4c(ccn4C)c3)CC2)cc1,0.8%
COc1ccc(-c2c(C)nn3c(-c4ccccc4)cc(-c4ccccc4)nc23)cc1,-3.7%
CCOC(=O)/C(C#N)=C/c1ccc(-c2ccc(Br)cc2)o1,-0.5%
CCC(C(=O)Nc1cccc(Cl)c1C)n1nc(-c2ccc(C)cc2)ccc1=O (stereo unspecified),2.5%
COc1cccc(NC(=O)c2nnn(Cc3ccc(OC)c(Br)c3)c2N)c1,-1.9%
CCOc1ccc(N(CC(=O)Nc2ccccc2CC)S(=O)(=O)c2c(C)[nH]c(=O)[nH]c2=O)cc1,-0.3%
COc1cccc(NC(=O)CSc2cc(C)c3ccccc3n2)c1,-1.9%
Cc1cc(C)c2c(CC(=O)Nc3ccc(S(=O)(=O)N4CCCCC4)cc3)coc2c1,11.6%
CCc1ccc(NC(=O)C(=O)NCCc2sc3nc(-c4ccc(OC)cc4)nn3c2C)cc1,10.9%
CCc1ccc(NC(=O)CSc2nc3c([nH]c4ccccc43)c(=O)n2-c2cccc(OC)c2)cc1,7.9%
COc1ccccc1NC(=O)c1ccc2oc(=O)c(S(=O)(=O)c3ccccc3)cc2c1,-4.8%
Cc1ccc(NC(=O)CC(c2ccc(F)cc2)N2Cc3ccccc3C2=O)cc1C (stereo unspecified),0.8%
COc1ccc(-c2onc(C)c2C)cc1S(=O)(=O)NC1CCCCC1,6.8%
Cc1cccc(-n2cnc3cc(C(=O)NCc4ccccc4Cl)ccc32)c1,7.9%
Cc1ccccc1C(=O)Nc1ccc(C(=O)OCc2cc(=O)n3nc(C(C)C)sc3n2)cc1,2.9%
CCc1ccc(Nc2nn3c(=O)c4cc5c(cc4nc3s2)OCO5)cc1,-4.9%

In a second layout: 4 of the compounds above.
COc1ccccc1NC(=O)c1ccc2oc(=O)c(S(=O)(=O)c3ccccc3)cc2c1
- Sm TGR block: -4.8%
Cc1ccc(NC(=O)CC(c2ccc(F)cc2)N2Cc3ccccc3C2=O)cc1C (stereo unspecified)
- Sm TGR block: 0.8%
COc1ccc(-c2onc(C)c2C)cc1S(=O)(=O)NC1CCCCC1
- Sm TGR block: 6.8%
Cc1cccc(-n2cnc3cc(C(=O)NCc4ccccc4Cl)ccc32)c1
- Sm TGR block: 7.9%

Further compounds follow.
mol,Sm TGR block
Cc1ccc(OCc2nc(-c3ccc(C(=O)N4CCN(c5ccc(Cl)cc5)CC4)cc3)oc2C)cc1,1.2%
COCCCNC(=O)c1c(-c2ccccc2)c(-c2ccccc2)nn(C)c1=O,0.1%
O=C(c1cccc([N+](=O)[O-])c1)N1CCN(CCc2ccncc2)CC1,12.9%
CN(C)c1ccc(CNC(=O)Cn2c(=O)oc3cc(S(=O)(=O)NCc4ccccc4)ccc32)cc1,-13.5%
CCOC(=O)C1CCCN(C(=O)c2ccc3c(c2)N(Cc2ccc(Cl)cc2)C(=O)c2ccccc2S3=O)C1 (stereo unspecified),0.8%
COc1ccc(-c2cnnn2-c2ccc(NC(=O)c3ccccc3OC)cc2)cc1,-0.8%
Cc1ccc(C)c(Cn2c(=O)n(Cc3ccc4c(c3)OCO4)c(=O)c3oc4ccccc4c32)c1,2.6%
CCc1ccc2c(c1)-c1ccccc1S(=O)(=O)N2CC(=O)N1CCC(C)CC1,-1.5%
Cc1ccc(C)c(N2CCN(C(=O)CCc3c(C)nn(-c4ccc(N5CCCC5)nn4)c3C)CC2)c1,-3.3%
O=C(Nc1cc(Cl)ccc1Cl)c1cc(S(=O)(=O)N2CCc3ccccc3C2)ccc1F,8.5%
COc1cc(NC(=O)CCCN2C(=O)CCn3nc(-c4cn(C)c5ccccc45)cc32)cc(OC)c1,0.1%
Cc1ccc(N(C)C(=O)Cn2cnc3onc(-c4ccc(F)cc4)c3c2=O)cc1C,-0.6%
Cc1ccc(-n2nc(C)c3c(C)c(CCC(=O)NCc4ccccc4Cl)c(C)nc32)cc1C,-1.4%
CC(C(=O)NCc1ccccc1)N1Cc2ccccc2C1=O (stereo unspecified),2.8%
COc1ccccc1Cn1c(C2CC(=O)N(c3ccccc3OC)C2)nc2ccccc21 (stereo unspecified),0.8%
CC(NC(=O)c1ccccc1)c1nc2ccccc2n1Cc1ccc(Cl)cc1 (stereo unspecified),6.6%
CC(C)c1ccc(Nc2c(-c3ccc(N(C)C)cc3)nc3cnccn23)cc1,-5.4%
COc1cc(NC(=O)c2cc(-c3cccc(OC)c3)n[nH]2)cc(OC)c1,2.6%
CCOC(=O)c1c(NC(=O)CSc2cn(CCNC(=O)c3ccccc3F)c3ccccc23)sc2c1CCC2,3.6%

These rows are one share of the data. The share of hits here may be higher or lower than overall.
